# KDM5B inhibitor – inhibitors of human KDM5B histone demethylase | actives 2.6% (n = 220,000) | AID 1347165 | KDM5B demethylase, FDH-coupled NADH fluorescence (FDH is formaldehyde dehydrogenase) | Potency, µM (titrated, usually from 57.7 µM), inactives show top-dose activity change, negative = inhibition, hits mostly inhibitors; active = well fitted inhibition curve with a large enough effect; inconclusive = small, poorly fitted or top-dose-only effect; inactive = no such curve, though single readings can be large or run the other way; note: 0% is about no effect; nearly all actives have a fitted effect of over 70% in size
# Target sequence (Q9UGL1 whole entry, looked up): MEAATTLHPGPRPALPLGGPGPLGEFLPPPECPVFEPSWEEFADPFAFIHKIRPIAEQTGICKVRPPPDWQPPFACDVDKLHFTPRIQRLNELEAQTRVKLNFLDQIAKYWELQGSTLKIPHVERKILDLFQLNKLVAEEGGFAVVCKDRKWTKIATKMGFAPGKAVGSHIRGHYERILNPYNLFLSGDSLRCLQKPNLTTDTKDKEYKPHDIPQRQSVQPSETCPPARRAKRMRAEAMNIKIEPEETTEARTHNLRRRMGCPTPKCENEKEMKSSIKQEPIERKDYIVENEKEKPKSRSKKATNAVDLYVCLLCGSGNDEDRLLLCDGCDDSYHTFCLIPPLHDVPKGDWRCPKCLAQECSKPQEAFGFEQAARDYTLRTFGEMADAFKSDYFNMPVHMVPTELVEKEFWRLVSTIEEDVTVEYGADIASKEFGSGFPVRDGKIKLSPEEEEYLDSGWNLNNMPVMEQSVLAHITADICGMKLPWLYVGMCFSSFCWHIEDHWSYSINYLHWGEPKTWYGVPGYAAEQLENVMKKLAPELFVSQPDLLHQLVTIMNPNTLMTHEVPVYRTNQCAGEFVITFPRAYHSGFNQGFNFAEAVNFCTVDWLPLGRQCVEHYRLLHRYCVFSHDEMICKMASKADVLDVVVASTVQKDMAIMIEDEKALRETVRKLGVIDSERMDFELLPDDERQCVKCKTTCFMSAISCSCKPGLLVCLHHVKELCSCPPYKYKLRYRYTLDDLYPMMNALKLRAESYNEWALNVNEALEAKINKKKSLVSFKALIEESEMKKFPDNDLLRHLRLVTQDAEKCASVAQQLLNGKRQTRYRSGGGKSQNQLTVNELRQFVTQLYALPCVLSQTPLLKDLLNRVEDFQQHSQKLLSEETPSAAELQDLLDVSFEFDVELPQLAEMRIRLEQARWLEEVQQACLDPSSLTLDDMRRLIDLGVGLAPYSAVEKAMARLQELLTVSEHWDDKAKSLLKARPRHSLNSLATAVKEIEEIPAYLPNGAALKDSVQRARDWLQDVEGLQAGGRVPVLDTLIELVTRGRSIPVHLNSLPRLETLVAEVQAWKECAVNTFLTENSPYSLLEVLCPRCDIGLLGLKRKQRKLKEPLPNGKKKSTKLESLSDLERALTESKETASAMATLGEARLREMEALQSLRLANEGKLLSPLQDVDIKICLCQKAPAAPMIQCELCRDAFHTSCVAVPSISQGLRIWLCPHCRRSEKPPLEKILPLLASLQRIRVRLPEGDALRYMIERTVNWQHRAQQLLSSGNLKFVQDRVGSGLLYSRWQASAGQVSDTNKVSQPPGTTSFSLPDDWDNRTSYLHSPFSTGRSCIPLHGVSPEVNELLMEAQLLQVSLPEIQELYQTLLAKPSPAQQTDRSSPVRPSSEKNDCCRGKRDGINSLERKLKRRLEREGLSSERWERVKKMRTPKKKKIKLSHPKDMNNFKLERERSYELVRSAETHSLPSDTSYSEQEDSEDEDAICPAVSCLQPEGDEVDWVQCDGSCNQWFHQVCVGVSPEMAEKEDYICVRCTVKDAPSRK
#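 Measured: NADH fluorescence change, 30 min, RT. System: KDM5BΔAP 200 nM final, H3K4me3 peptide, α-KG, Fe(II), ascorbate, NAD⁺ plus FDH, pH 7.5 HEPES. Compounds: titrated, 10 min pre-incubation with enzyme.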
# Numbers without * were called inactive; ? = inconclusive; & = joins results of further samples; [ ] = remark or other dose. Potency is the fitted concentration of half-maximal effect.
mol,KDM5B inhibitor
O=C1Nc2cnccc2C2(CCN(C(=O)c3ccccc3)C2)O1 (stereo unspecified),-19%[86.2 µM]
Cc1cccc(C)c1NC(=O)Cn1c(=O)n(-c2ccccc2)c(=O)c2c1cc(C)n2C,7%
COc1cc2[nH]c3c(OC)ncnc3c2cc1OC,?
Cc1cc(C(=O)N2CCC(NC(=O)C3CCCCC3)CC2)c2ccccc2n1,-8%
COc1cc(OC)cc(C(=O)/C(=C\c2ccncc2)c2nc3ccccc3o2)c1,?
CC(=O)c1cccc(NC(=O)Cn2cnnc2C#N)c1,-7%
O=C([C@@H]1C[C@H](Oc2cccnc2)CN1C(=O)Cc1ccccc1)N1CCCC1,-18%
Cn1cc(C(c2ccccc2)c2ccc(Cl)s2)c2ccccc21 (stereo unspecified),?
CC(C)c1ccc(-n2nnnc2SCc2nc3ccccc3[nH]2)cc1,-2%
Cn1cc(C(=O)Nc2ccc3c(c2)C(=O)N2CCC[C@H]2C(=O)N3)c2ccccc21,-15%
CN(C)c1cc(N2CCCC(NC(=O)c3ccc(C#N)cc3)C2)ncn1 (stereo unspecified),11%
COc1ccc(O)c(CN2CCC(CO)(Cc3ccccc3Cl)CC2)c1,?
CC(O)CNc1ccc(-c2nc(CCCc3ccccc3)no2)cn1 (stereo unspecified),99%[activator]
CCN(C(=O)CSc1nc2ccccc2n1CC(=O)N1CCCC(C)C1)c1ccccc1 (stereo unspecified),?
CN(CC(=O)NC(=O)NCc1ccccc1)CC(=O)Nc1ccc(Cl)cc1,-10%
O=C(NC(Nc1cccc(C(F)(F)F)c1)C(=O)c1ccccc1)c1ccc(Cl)cc1 (stereo unspecified),-9%
COc1ccc(OCCCn2c(=O)oc3ccc(C)cc32)cc1,6%
Cc1noc(C)c1CCC(=O)NC1CC(=O)N(CC2CCCCC2)C1 (stereo unspecified),-5%
N#Cc1cccc(NC(=O)CCCCCCCC(=O)Nc2cccc(C#N)c2)c1,-30%
CCc1ccc(-n2c(=O)c3c4c(sc3n(Cc3ccccc3C#N)c2=O)CCC4)cc1,-6%
CC(C)CC(=O)Nc1cccc(-c2nc3ccccc3[nH]2)c1,?
Cc1ccc(NC(=O)C(=O)NN)cc1,48%[activator]
O=C1COc2ccc(-c3csc(Nc4cccc(Br)c4)n3)cc2N1,-15%
Cc1ccccc1Cn1c(=O)n(CCCCCC(=O)NCc2ccc3c(c2)OCO3)c(=O)c2sccc21,18%
O=C(Nc1ccccc1Cl)N1CCSc2ccccc21,-18%
CCCc1cc(=O)oc2cc(C)cc(OC(C)C(=O)NCc3ccncc3)c12 (stereo unspecified),?
Cc1ccc(-n2nnc(C(=O)OCc3ccccc3C)c2C)cc1,-5%
C=CCC(C(=O)c1ccccc1)[N+](C)(C)CC=C (stereo unspecified),19%
CC(=O)c1cn(CC(=O)NCc2ccc(F)cc2)c2ccccc12,-12%
COCC1CN(C(C)=O)CC12CCN(Cc1ccc(Cl)c(F)c1)CC2 (stereo unspecified),?
Cc1ccc(C)c(NC(=O)CCCn2c(C)c3cnn(-c4ccccc4)c(=O)c3c2C)c1,-25%
Cc1cnc(C(=O)N2CC(N(C)Cc3cccnc3)C2)cn1,-5%
O=c1c2nc(-c3ccsc3)ccc2ncn1Cc1ccccn1,?
CN(CC(=O)NC(=O)NCC(F)(F)F)c1ccccc1,12%
O=C(CN1C(=O)CC(c2ccco2)Sc2ccccc21)Nc1ccc(OC(F)(F)F)cc1 (stereo unspecified),-16%
CC1CN(C(=O)c2cc3cc(Cl)ccc3[nH]2)CC(C)O1 (stereo unspecified),31%
COc1ccc(-c2noc([C@@H]3CCCN3C(=O)Cc3ccc(C)cc3)n2)cc1OC,32µM*
COc1ccc(-c2cc(C[C@H]3CNCC[C@H]3CC(=O)NC(C)C)no2)cc1,-23%[86.2 µM]
Cc1ccc(CNC(=O)C2CCCN(C3CCN(C(=O)C4CC4)CC3)C2)cc1F (stereo unspecified),-23%
O=C(c1cccc(Cl)c1)N1CCC2(C1)C(=O)N(CCc1ccccc1)c1ccccc12 (stereo unspecified),?
COc1ccc(-n2ncc(C(C)NC(=O)Cc3ccc4c(c3)OCO4)c2C)cc1 (stereo unspecified),19%
CN(C)S(=O)(=O)N1CCc2c(nc3cc(-c4ccccc4)[nH]n3c2=O)C1,22µM*
CCc1nc(-c2c3n(c(=O)n(Cc4cccc(Cl)c4)c2=O)CCCC3)no1,8%
N#Cc1ccc(C(=O)Nc2ccc3ccccc3c2)cc1,-28%
Cc1ccc(C2Cn3nnc(-c4noc(-c5ccoc5)n4)c3CO2)cc1 (stereo unspecified),-8%
O=C(c1cccs1)N1CCCn2cc(-c3ccc4c(c3)OCO4)nc21,?
CC(C)(C)c1ccc(-c2nnc(-c3ccccc3NC(=O)c3cccc(C(F)(F)F)c3)o2)cc1,?
CCc1nc(CC)n2ccn(Cc3ccccn3)c(=O)c12,?
CC(C(=O)N1CCN(c2ccccc2F)CC1)n1c(=O)c(C(F)(F)F)nc2ccccc21 (stereo unspecified),-3%
Cc1cnc(C(=O)N2CCCC(c3nc(-c4ccccc4)no3)CCNC(=O)CC2)cn1 (stereo unspecified),10%
C(#CCN1CCN(Cc2ccccc2)CC1)COCCOC(c1ccccc1)c1ccccc1,13%
O=C(NCC1COc2ncncc2C(=O)N1Cc1ccccc1)c1cccs1 (stereo unspecified),-16%[86.2 µM]
O=C(Cc1c[nH]c2ncc(-c3cccnc3)cc12)NCc1cccc(F)c1,6%[86.2 µM]
CCCC(=O)OCc1cnc(C)c2oc(=O)c(C(=O)Nc3ccccc3)cc12,-16%
Cc1ccc(NC(=O)N2CCN(S(C)(=O)=O)CC2)c(C)c1,15%
COc1cccc(/C=C/c2nc(C#N)c(NCCc3ccc(OC)c(OC)c3)o2)c1,?
COCc1cn(C[C@H]2C[C@@H](NC(=O)c3cc(C)on3)[C@H](O)[C@@H]2O)nn1,?
O=C1CCCC2=C1C(c1ccc(Br)cc1)n1nc(-c3ccco3)nc1N2 (stereo unspecified),-19%
Cc1ccc(C(=O)N2CCCC(c3nc(-c4cccnc4)no3)CCNC(=O)CC2)cn1 (stereo unspecified),?
Cc1ccc(C(=O)NCCn2ccn3nc(-c4cc(C)ccc4C)cc3c2=O)cc1,-16%

# Part of the list above, field by field:
CC1CN(C(=O)c2cc3cc(Cl)ccc3[nH]2)CC(C)O1 (stereo unspecified)
  KDM5B inhibitor: 31%

COc1ccc(-c2noc([C@@H]3CCCN3C(=O)Cc3ccc(C)cc3)n2)cc1OC
  KDM5B inhibitor: 32µM*

# The listing picks up, starting three compounds before the break.
mol,KDM5B inhibitor
O=C1CCCC2=C1C(c1ccc(Br)cc1)n1nc(-c3ccco3)nc1N2 (stereo unspecified),-19%
Cc1ccc(C(=O)N2CCCC(c3nc(-c4cccnc4)no3)CCNC(=O)CC2)cn1 (stereo unspecified),?
Cc1ccc(C(=O)NCCn2ccn3nc(-c4cc(C)ccc4C)cc3c2=O)cc1,-16%
COc1ccc(-c2nc(-c3c(C)noc3C)cc3cc(CN(C)C)oc23)cn1,32µM*
COc1ccc(-c2ccnc(N[C@H]3CO[C@H]4[C@@H]3OC[C@@H]4NC(=O)CCCC(=O)O)n2)cc1,32µM*
COc1ccc2cc(C(=O)/C=C/c3ccc(C(=O)O)cc3)ccc2c1,-10%
N#CCCn1cc(C(=O)Nc2ccccc2Cl)c(-c2cccs2)n1,0%
Cc1cccc(C)c1NC(=O)CNC(=O)c1cncc(Br)c1,0%
COCCNC(=O)[C@@H]1Cc2cn(Cc3ccncc3)c3cccc(c23)[C@H](CC(C)C)N1,-16%[86.2 µM]
O=C(NCC1CCS(=O)(=O)C1)N1CCc2nc(-c3ccccc3)[nH]c2C1 (stereo unspecified),?
Cc1cc(N2CCCC2)n2nc(-c3ccccc3C)nc2n1,12%
CNC(=O)c1ccc(-c2nc(CN3CCN(C(=O)Nc4ccc(C)cc4)CC3)c(C)o2)cc1,-3%
N/C(=N\NS(=O)(=O)c1ccc(Cl)cc1)c1ccccn1,?
CCCC(=O)OCc1cnc(C)c2oc(=O)c(C(=O)Nc3ccc(F)cc3C)cc12,-12%
COC(=O)CC(N)c1cccc(C)c1C (stereo unspecified),27%
Clc1ccc(-c2noc(CNC3CCCCC3)n2)cc1,8%
Cc1ccc(C(C)C)c(OCC(=O)Nc2ccc3c(c2)nc(CCNC(=O)c2ccco2)n3C)c1,?
CCN(C(=O)Cn1cc(S(=O)(=O)N2CCN(c3ccccc3F)CC2)c2ccccc2c1=O)c1ccc(C)c(C)c1,?
O=C(Nc1nnc(-c2ccccc2F)s1)c1cccnc1,31%
Fc1ccc(OCCOC2CCNCC2)cc1,8%
CCCCn1c(SCC(=O)O)nc2c1c(=O)[nH]c(=O)n2C,18%
COc1cc(OC)cc(-c2nc3nc(C)c(CCC(=O)Nc4ccc(C)c(C)c4)c(C)n3n2)c1,-16%
COc1ccccc1CN1CC(c2noc(C3CCCCC3)n2)CC1=O (stereo unspecified),10%
CC1CC(=O)Nc2ccccc2N1C(=O)Nc1ccccc1 (stereo unspecified),29%
O=C(NCc1ccc(-c2ncon2)cc1)[C@H]1CCC[C@@H](O)C1,-8%
Nc1ncc(-c2ccccc2)c(-c2ccc(OCc3ccccc3)cc2O)n1,-10%
COc1ccc(CCNc2nc3ccccc3c3nc(-c4cccc(C)c4)nn23)cc1OC,?
CC(NC(=O)C(=O)c1c[nH]c2ccccc12)c1ccccc1 (stereo unspecified),-11%
CC(C)C1=NOC2(CCN(Cc3ccccc3)C2)C1 (stereo unspecified),-20%[149 µM]
C(=N\N=C1c2ccccc2-c2ccccc21)/c1cccnc1,12%
COc1ccc(Nc2nc(N3CCN(CCO)CC3)nc3nccnc23)cc1,2%
CCN(Cc1cccs1)C(=O)NCc1ccc(F)cc1,-4%
Cc1cccc(C)c1NC(=O)C(NS(=O)(=O)c1cccs1)c1ccccc1 (stereo unspecified),-11%
Cc1cccc(/C=N/Nc2cc(C(F)(F)F)ccc2Cl)c1,-12%
COCCn1cnnc1SCc1ccc(Cl)cc1,17%
COc1ccc(Cc2nnc(NC(=O)CS(=O)(=O)c3ccccc3)s2)cc1OC,-4%
NC(=O)C12CC3CC(CC(Cl)(C3)C1)C2,37%
O=C(C1CCCC1)N1CCC2(CCCCO2)CC1,7%
CC(C)c1noc(-c2cccn3c(CNC(=O)c4cccc5[nH]ccc45)nnc23)n1,?
O=[N+]([O-])c1ccccc1/C=C/C=N/Nc1ccc(Cl)nn1,?
Cc1ccccc1C(=O)Nc1cnc2sc3c(n2c1=O)CCC(C(C)(C)C)C3 (stereo unspecified),-4%
CN(Cc1cccc(F)c1)C1CN(C(=O)OC(C)(C)C)C1,-10%[149 µM]
O=[S+]([O-])(c1cccs1)N1CCn2c(nnc2C2CCCNC2)C1 (stereo unspecified),-9%
COc1ccc(CNCc2c(C(=O)O)c(C)n(Cc3ccccc3C)c2C)cc1OC,2%&-12%
Cc1cccc(NC(=O)c2oc3ccc(S(=O)(=O)N4CCCCC4)cc3c2C)c1C,-15%
COc1ccccc1CNc1nc2ccccc2nc1NS(=O)(=O)c1ccc(Cl)cc1,5%
CCn1ccc(C(=O)N2c3ccccc3CC2c2nc(C3CC3)no2)n1 (stereo unspecified),-25%
CC(=O)Nc1cccc(-c2ccnc(-c3nnc(C)n3CCc3ccccc3)c2)c1,-23%[86.2 µM]
C[C@@H]1CN(C(=O)c2ccc(C(F)(F)F)cc2)C[C@@]1(O)C1CC1,36%
N#C/C(=C\c1ccc(Cl)cc1)c1nc(-c2cc3c(ccc4ccccc43)oc2=O)cs1,-24%
CN1C(=O)CCCCC1C(=O)NCCCN1CCc2ccccc2C1 (stereo unspecified),1%
Cc1nc(C)c(C(=O)N2CCC(Oc3ccc(-c4noc(C5CC5)n4)cc3)C2)s1 (stereo unspecified),-16%
CCOc1ccc(/C=N/NC(=O)Cn2ccnc2C)cc1,26%
COc1ccc(CN2C(=O)[C@@H]3C[C@@H](CN3Cc3ccccc3OC)Oc3ccccc32)cc1,12%
CC(C(=O)NC1CCCC1)N1CCC(C(=O)NCc2ccco2)CC1 (stereo unspecified),-2%
Cc1ccn2c(=O)nc(SCc3cccc(C(F)(F)F)c3)nc2c1,-43%
CNC(=O)c1noc(CN2CCCC(CCc3c(F)cccc3F)C2)n1 (stereo unspecified),-15%
COC(=O)c1ccc(Oc2c(C)oc3cc(OC(=O)c4ccccc4)ccc3c2=O)cc1,-12%
CCOc1ccc(CN2C[C@H](N(C)C)C[C@H]2C(=O)OC)cc1Cl,?
COc1cccc(NC(=O)c2nn(CC(C)C)c(=O)c3ccccc23)c1,-7%
O=[N+]([O-])c1cc(Cl)ccc1Sc1ccccn1,9%
O=C(Cc1ccsc1)N1CCC(Oc2ccccc2)C1 (stereo unspecified),5%
CC(=O)Nc1ccccc1-c1c(C)nn2c1N(CCC(C)C)CCC2,?
CC(=O)N(C)C(C)c1cccs1 (stereo unspecified),-3%[115 µM]
COc1ccc(CC(=O)Nc2ccc(OC)c3ncccc23)cc1,0%

# High-throughput results: PubChem, National Center for Advancing Translational Sciences (NCATS)

# This is a subset; count on the stated rates, not on these rows.
